KOR beta-arrestin-1: kappa opioid receptor blockers – cell-based, luminescence, uHTS (AID 1778). KOR beta-arrestin recruitment, luminescence, antagonist mode; higher % means a stronger effect. inhibition, % at 10 µM; hits with a dose series show IC50 in µM. 290,000 compounds, 0.091% hits; further: strong numbers were not always called active
NOD1 NF-kB reporter: inhibition of NOD1-driven NF-kB reporter – cell-based, luminescence, uHTS, primary screen (AID 1578); inhibition, % at 4 µM, or EC50 in µM where a hit was titrated; 290,000 compounds, 1% hits; NOD1-driven NF-kB luciferase reporter cells, luminescence; higher % means a stronger effect; in the data active means inhibition mostly above about 36%, no sharp cut-off; inactive means mostly below about 34%;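 further: HEK-293T reporter cells stimulated with the NOD1 agonist gamma-tri-DAP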
HIV fusion peptide: inhibitors of HIV fusion peptide binding, primary screen, biochemical, uHTS, fluorescence dequenching (AID 1986). cell-free peptide binding, fluorescence dequenching, 30 min; higher % means a stronger effect. inhibition, % at 20 µM; hits with a dose series show IC50 in µM. 290,000 compounds, 0.3% hits; in the data active means inhibition mostly above about 52%, no sharp cut-off; inactive means mostly below about 76%; further: some results filed as inactive read as strong as hits
NOD2 inhibition: inhibition of NOD2-driven NF-kB reporter – cell-based, luminescence, uHTS, HEK293 (AID 1566); HEK293 NOD2/NF-kB luciferase reporter, luminescence; higher % means a stronger effect; one-dose inhibition, % at 4 µM; EC50 in µM for titrated hits; 290,000 compounds, 0.63% hits; further: many of its hits are not listed in these tables
Yfh1-depleted yeast: mitochondrial function rescue without frataxin homolog – Friedreich's ataxia, plus single-dose screen, dose response (AID 1465). fold induction at 50 µM; hits with a dose series show EC50 in µM. 220,000 compounds, 0.074% hits. S. cerevisiae Yfh1-off respiration, WST-1 reduction, 72 h; higher fold induction means a stronger effect;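 active means fold induction of absorbance versus untreated yeast above a set limit, then at least 30% activation at any dose in follow-up; inconclusive means repeats straddling the limit, or above it without dose testing; inactive means fold induction below the set limit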;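 further: activators that raise dye reduction in frataxin-depleted yeast; strong numbers were not always called active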
KOR beta-arrestin-2: KOR agonists, beta-arrestin recruitment, primary screen, cell-based, luminescence, uHTS (AID 1777); 280,000 compounds, 0.02% hits; KOR beta-arrestin recruitment, luminescence; higher % means a stronger effect; activation, % at 10 µM; hits with a dose series show EC50 in µM; in the data active means activation above about 50%, passing the limit was not always enough; further: a part of the inactive calls stands beside numbers as strong as those of hits
AID2073: inhibitors of Mint1-CaV2.2 protein interaction, biochemical, HTRF (AID 2073) | HTRF protein-protein interaction, Mint1-CaV2.2; higher % means a stronger effect | inhibition, % at 20 µM, or IC50 in µM where a hit was titrated | 290,000 compounds, 0.19% hits; in the data active means inhibition mostly above about 51%, no sharp cut-off; inconclusive means no clear call, values can overlap the other calls; inactive means mostly below about 53%; further: some results filed as inactive read as strong as hits
West Nile virus CPE: West Nile virus antiviral activity, cell-based, CPE readout (AID 1621); West Nile virus-infected cells, CPE inhibition; higher % means a stronger effect; CPE inhibition, % at 10 µM, or IC50 in µM where a hit was titrated; 290,000 compounds, 0.02% hits; in the data active means a potency from the dose series; inconclusive means CPE inhibition mostly from about 3.7% at the one dose, without a potency; inactive means the rest, 99 in 100 with CPE inhibition below about 2.2%; further: strong numbers were not always called active
NS5 inhibitors: Dengue-2 NS5 methyltransferase inhibitors, primary screen, biochemical, confirmation dose response (AID 588689); 340,000 compounds, 0.3% hits; Dengue-2 NS5 methyltransferase capping enzyme assay, biochemical; higher % means a stronger effect; inhibition, % at 25 µM, or IC50 in µM where a hit was titrated; in the data active means a potency from the dose series; inconclusive means inhibition above about 29% without an active follow-up result
NS5 inhibitors pilot replicate: also measured in NS5 inhibitors; calls as there; inhibition, %; measured here: pilot screen replicate inhibition
* marks the source's active call; other numbers are inactive results; i = inactive; ? = inconclusive; · = no result given; [ ] = another dose, or the depositor's remark. Unless noted, no stated cut-off is given here; in the data, active means inhibition above about 50%; inactive means the rest.

SMILES	KOR beta-arrestin-1	NOD1 NF-kB reporter	HIV fusion peptide	NOD2 inhibition	Yfh1-depleted yeast	KOR beta-arrestin-2	AID2073	West Nile virus CPE	NS5 inhibitors	others
CC(SCc1ccccc1)C(=O)Nc1ccccc1F (configuration not stated)	9%	-1%	-1.8%	11%	·	-0.3%	15%	-0.5%	0%
COC(=O)C(Cc1c[nH]c2ccccc12)N1CCS(=O)(=O)CC1 (configuration not stated)	-14%[20 µM]	-30%	-0.1%	-5%	i	-6.7%	-2%	0.2%	-2%
CNC(=O)CN(C)S(=O)(=O)c1ccc(F)cc1	-2%	6%	-2.4%	-2%	i	-2.3%	-1%	-0.4%	1%
COc1ccc(-c2noc(CCC(N)=O)n2)cc1OC	3%	-25%	2.7%	9%	i	0.3%	6%	-0.1%	-3%	NS5 inhibitors pilot replicate=-2.3
CCS(=O)(=O)N1CCN(Cc2ccncc2)CC1	19%	-6%	-0.2%	-12%	i	11%	-4%	0.0%	-6%
CCCCC1OC23CCCCC2C(C#N)(C(=N)O3)C1(C#N)C#N (configuration not stated)	16%	13%	-0.5%	5%	i	-1.8%	34%	1.7%	?
CCSc1nnc(NC(=O)C2CCCCC2)s1	-6%	-32%	0.1%	-33%	i	0.9%	1%	-0.4%	-2%
COc1cccc(NC(=O)CSc2nc3scc(C)c3c(=O)[nH]2)c1	1%	-10%	0.1%	33%	·	-2.2%	2%	-0.3%	-6%
O=C1/C(=C/c2cccs2)CCC/C1=C\c1cccs1	24%	-8%	32%	-31%	·	-2.9%	28%	0.1%	-4%
COc1ccc(NC(=O)NC23CC4(C)CC(C)(CC(C)(C4)C2)C3)cc1OC	22%	-26%	-3.3%	8%	i	-5.9%	-13%	-0.8%	1%
Cc1nc2nc[nH]n2c(=O)c1NS(=O)(=O)c1ccc(F)cc1	16%	-34%	1.7%	-2%	i	-4.0%	4%	0.5%	-4%
O=C(COc1ccccc1)Nc1c2c(nn1-c1ccc(F)cc1)CS(=O)(=O)C2	0%	-18%	1.8%	-9%	·	-2.7%	5%	-0.5%	-1%
CCCCNC(=O)[C@@H]1CSC2c3ccccc3C(=O)N21 (some centres not stated)	19%	0%	-0.4%	0%	·	-6.6%	?	0.6%	-6%
Cc1cc(C)c2nc(NC(=O)c3ccc4c(=O)n5c(nc4c3)CCCCC5)sc2c1	2%	-32%	2.4%	21%	i	1.3%	30%	-0.1%	·
O=C1CC(N2CCN(Cc3ccccc3)CC2)C(=O)N1 (configuration not stated)	-67%[20 µM]	-21%	0.3%	0%	i	1.9%	-7%	0.2%	-7%
CN(Cc1ccccc1)C(=O)CNC(=O)Cn1cnc2ccccc2c1=O	24%	-6%	-1.7%	8%	i	-3.5%	1%	-0.1%	·
CCn1c(SCC(=O)N2c3ccccc3Sc3ccccc32)nnc1-c1ccco1	18%	-21%	4.8%	5%	i	1.9%	-15%	-0.7%	-5%
Cc1ccc(NC(=O)/C(=C\c2cccnc2)NC(=O)c2ccccc2)cc1	0%	-28%	-0.8%	-3%	·	1.3%	5%	-0.7%	-8%
Cc1ccccc1Cn1nnc(-c2ccc(F)cc2)n1	11%	-14%	0.8%	-5%	·	-1.4%	-2%	-0.2%	2%
CC(C)OCCCNC(=O)CCC(=O)NNc1nc2ccccc2c2nc(-c3ccccc3)nn12	-10%	-19%	0.9%	15%	i	14%	1%	1.3%	-10%
O=C(Nc1ccccc1)N1CCCN(c2ccc(C(F)(F)F)cn2)CC1	-5%	9%	-2.4%	-10%	i	4.8%	5%	-0.4%	1%
C/C(=N/Nc1ccccc1C(=O)O)c1cccs1	-41%[20 µM]	-55%	9.0%	-31%	·	-3.8%	7%	0.7%	-2%
Cc1cc(-n2nnc3ccccc32)nc2ccccc12	-37%	·	-2.0%	4%	i	30%	-5%	-0.1%	-4%
CC(=O)c1c(C)n(-c2ccccc2)c2ccc(OCC(N)=O)cc12	8%[20 µM]	-23%	-1.1%	20%	i	·	-3%	-1.3%	-7%
O=c1[nH]c(C2CCN(S(=O)(=O)c3ccc(C(F)(F)F)cc3)CC2)nc2c1nnn2Cc1ccc(F)cc1	3%	-6%	1.3%	7%	·	-4.1%	0%	-1.4%	-2%

Going on with the list:
SMILES	KOR beta-arrestin-1	NOD1 NF-kB reporter	HIV fusion peptide	NOD2 inhibition	Yfh1-depleted yeast	KOR beta-arrestin-2	AID2073	West Nile virus CPE	NS5 inhibitors	others
Cc1ccc(OCCNC(=O)CNC(=O)c2ccc(C)cc2)cc1	-18%	-30%	-0.1%	9%	·	3.6%	7%	0.3%	5%
CCOC(=O)/C(C#N)=C/c1cccc(C)c1	9%	-5%	2.2%	8%	i	4.0%	7%	0.7%	-1%
COC(=O)[C@H](CCSC)NC(=O)Nc1ccc(C)c(C)c1	-21%	-12%	0.7%	-5%	i	3.0%	2%	0.3%	-8%
COc1ccc(C(=O)C2CCCN(C(=O)c3n[nH]c4c3CCCC4)C2)cc1OC (configuration not stated)	-28%[20 µM]	-7%	0.9%	-11%	i	·	1%	-0.7%	·
Cn1c(=O)n(C)c2cc(S(=O)(=O)NCC(=O)O)ccc21	-14%	-19%	-1.7%	-3%	i	-0.8%	-3%	0.9%	3%
CC(=O)Nc1ccc(Nc2nc(-c3ccccc3)nc3ccccc23)cc1	1%	20%	0.1%	12%	i	14%	26%	0.1%	2%
CC(C)Nc1ncnc2c1nnn2Cc1ccccc1	7%	10%	-1.3%	6%	i	-5.7%	11%	0.2%	3%
O=C(Nc1cc(S(=O)(=O)N2CCOCC2)ccc1O)c1ccc2c(c1)S(=O)(=O)c1ccccc1C2=O	-2%	-33%	5.6%	28%	i	1.2%	50%	-0.4%	50µM*
CC(C)(C)NC(=O)/C=C/c1cccc(C(F)(F)F)c1	-22%	-8%	-1.6%	4%	i	0.3%	1%	-0.5%	-1%
COc1cc(/C=C/C(=O)O)ccc1OS(=O)(=O)c1ccc(C)cc1	-9%	-40%	2.1%	-3%	i	-1.1%	-4%	0.2%	-4%
C=CCN1c2ccccc2[C@]23C[C@@H](C(=O)OC)N(C(=O)CC(C)C)C2=NC(C(=O)OC)=C(C(=O)OC)[C@H]13	41%	-7%	-1.9%	1%	i	-1.2%	-2%	0.1%	3%
Cc1ccc(NC(=O)NC2CCCc3ccccc32)cc1 (configuration not stated)	-45%	-30%	1.3%	5%	·	3.8%	-3%	-0.9%	-10%
Cc1ccc(S(=O)(=O)C2(C(=O)Nc3nccs3)CC2)cc1	3%	-14%	-0.6%	8%	i	-4.7%	14%	0.2%	-2%
CN(Cc1nc(-c2cnccn2)no1)Cc1cccc2ccccc12	-30%[20 µM]	-24%	-0.6%	13%	i	·	12%	-0.1%	1%
O=C1CN(C(=O)c2ccco2)c2ccccc2N1	7%	-17%	-0.4%	5%	i	-4.7%	17%	0.0%	-4%
Cn1cccc1/C=N/NC(=O)CSc1nc2ccccc2n1C	-6%	-6%	0.5%	4%	i	8.6%	-1%	-0.5%	5%
N#Cc1ccsc1NC(=O)CSc1nnnn1-c1ccc(O)cc1	-14%	-46%	34%	-66%	i	1.5%	51%*	-0.2%	4%
O=c1c2ccccc2ncn1-c1cccc(Br)c1	-28%[20 µM]	-26%	-1.6%	0%	·	6.5%	12%	-0.2%	·
Nc1c(C(=O)O)ccc2c1C(=O)c1ccccc1C2=O	14%	-45%	1.7%	11%	i	-7.6%	-9%	-0.3%	25%
CC(=O)c1cccc(N2C(=NC(=O)CCc3ccccc3)SC3CS(=O)(=O)CC32)c1 (configuration not stated)	-38%	9%	-1.9%	-27%	·	-1.1%	9%	0.1%	-15%
NC(=S)n1[nH]c(-c2ccc([N+](=O)[O-])cc2)c(N=Nc2ccc(O)cc2)c1=O	1%	17%	0.9%	-16%	·	-4.3%	-6%	·	5%
CN(N)C(=S)NCc1ccccc1	-11%	-17%	-8.2%	-4%	i	7.3%	-22%	-0.1%	1%
CC(C)OC(=O)c1cccc(C(=O)O)n1	-35%	11%	2.2%	1%	i	12%	7%	0.6%	-6%
CCOCCn1c(SCCCc2ccccc2)nc2c1c(=O)[nH]c(=O)n2C	-13%	21%	-1.2%	16%	i	0.6%	10%	-0.1%	-9%
CCC(NS(=O)(=O)c1cnn(CC)c1)c1ccccc1 (configuration not stated)	-8%[20 µM]	1%	-0.8%	-35%	i	-2.9%	-4%	-0.1%	4%

Continued (4 carried over from the part before).
SMILES	KOR beta-arrestin-1	NOD1 NF-kB reporter	HIV fusion peptide	NOD2 inhibition	Yfh1-depleted yeast	KOR beta-arrestin-2	AID2073	West Nile virus CPE	NS5 inhibitors	others
CN(N)C(=S)NCc1ccccc1	-11%	-17%	-8.2%	-4%	i	7.3%	-22%	-0.1%	1%
CC(C)OC(=O)c1cccc(C(=O)O)n1	-35%	11%	2.2%	1%	i	12%	7%	0.6%	-6%
CCOCCn1c(SCCCc2ccccc2)nc2c1c(=O)[nH]c(=O)n2C	-13%	21%	-1.2%	16%	i	0.6%	10%	-0.1%	-9%
CCC(NS(=O)(=O)c1cnn(CC)c1)c1ccccc1 (configuration not stated)	-8%[20 µM]	1%	-0.8%	-35%	i	-2.9%	-4%	-0.1%	4%
CN1CCc2c(sc3nc(NN)n(-c4ccc(Cl)cc4)c(=O)c23)C1	10%	-11%	-1.0%	6%	·	1.3%	1%	0.0%	-22%
COc1ccccc1C(=O)N=Nc1c(O)[nH]c2ccc([N+](=O)[O-])cc12	-16%	-3%	-2.2%	-8%	i	3.9%	18%	-0.2%	3%
COCCn1nnnc1C(c1cccs1)N1CCN(c2nc3ccccc3s2)CC1 (configuration not stated)	24%	-17%	0.0%	8%	i	·	-2%	-0.3%	-2%
COc1cccc(CNC(=O)CCS(=O)(=O)c2ccc3c(c2)NC(=O)C(C)S3)c1 (configuration not stated)	-35%	-4%	1.0%	20%	·	-3.0%	4%	-0.2%	-9%
CCOc1ccc2nc(SCc3ccc(C(=O)OC)o3)[nH]c2c1	-45%	0%	-1.7%	12%	i	-0.2%	-4%	-0.2%	-11%
CCOC(=O)c1ccc(NC(=O)c2nc[nH]c2C(=O)N[C@@H](CC(C)C)C(=O)OCc2ccccc2)cc1	25%	14%	-0.9%	-6%	i	1.2%	19%	0.2%	-6%
CCc1nc(Nc2ccc(O)cc2)c2oc3ccccc3c2n1	3%	31%	1.8%	20%	·	-1.5%	10%	-0.8%	-8%
O=C(CSc1nc2ncccc2[nH]1)NC1CCCCC1	-18%	-32%	0.6%	3%	·	0.2%	-18%	0.0%	-11%
Cc1ccc(NC(=S)N2CCCC(CO)C2)c(C)c1 (configuration not stated)	-9%	-25%	-1.8%	11%	i	-2.6%	-12%	-0.7%	-5%
Cc1ccc(Cn2ccnc2SCC(=O)NC2CCCC2)cc1	-2%	51%*	-0.2%	4%	·	9.2%	-7%	-0.8%	-4%
O=C(Cn1nc(C(=O)O)c2ccccc2c1=O)Nc1ccc(F)cc1	-8%	-26%	0.2%	-24%	·	5.2%	4%	0.5%	-6%
CCOC(=O)C1=C(CS(=O)(=O)c2ccccc2)NC(=O)NC1c1ccccc1OCC (configuration not stated)	24%	8%	-0.8%	12%	i	0.1%	1%	0.1%	-4%

Some of the compounds tested; count on the stated rates, not on these rows.
